Compound activity as filed in PubChem BioAssay.
NOD2 inhibition: NOD2 signaling inhibitors, cell-based, luminescence, uHTS, HEK293 (AID 1566); HEK293 NOD2/NF-kB luciferase reporter, luminescence; higher % means a stronger effect; one-dose inhibition, % at 4 µM; EC50 in µM for titrated hits; 290,000 compounds, 0.63% hits; in the data active = inhibition above about 50%; note: many of its hits are not listed in these tables
MT stabilizer: microtubule stabilizers in HeLa cells; HeLa tubulin immunostaining HCS, 24 h; share of cells brighter than vehicle mean+2SD; % tubulin-high responders, % at 10 µM; 200,000 compounds, 0.83% hits; AID 2205;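 active = plate Z-score above 3 for both tubulin-high and condensed-nucleus cell shares, with cell loss under 80%, at 10 µM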;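 note: anti alpha tubulin signal scored within the nucleus-defined area of each cell; some results filed as inactive read as strong as hits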
bCat nuc transl: alters nuclear translocation of beta-catenin in HeLa cells; immunofluorescence imaging; 190,000 compounds, 0.3% hits; nuclear translocation activity, % at 5 µM;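 active = nuclear translocation activity above 50% at 5 µM, with a well cell count of 50 or more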;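 note: per-cell ratio of nuclear to cytoplasmic median beta-catenin stain intensity; plate controls were DMSO negative control for no effect and GSK-3 inhibitor IX positive control for full effect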
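Read-out: Nuclear/cytoplasmic beta-catenin signal ratio, % activation | Assay system: Human HeLa cell line | Times: 24 h compound exposure at 37°C, 5% CO2 | Signal: Fluorescence imaging of beta-catenin antibody stain plus DAPI | Dosing: 5 µM primary, 0.02–20 µM confirmation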
Dynein transport: dynein cargo transport inhibition; 220,000 compounds, 0.47% hits; 3617.4 mouse cells, GR-EGFP nuclear translocation imaging; test concentration mostly 20 µM; stimulated with dexamethasone, 1 µM; stronger effect = lower value; z-score, hits read low; AID 1381;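 active = plate z-score of nuclear minus cytoplasmic receptor signal below a set negative limit, without overly bright fluorescence or cell loss, cut at about -3.5 in these data, passing the limit was not always enough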;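 note: z-score of nuclear minus cytoplasmic ring GR-EGFP intensity difference per well; some compounds called inactive have numbers as strong as hits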
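medium = tetracycline-free induction medium containing charcoal-stripped FBS | probe or stimulus = dexamethasone, 1.0 µM final | timing = 48 h induction, then 1 h compound, then 30 min agonist, 37 °C | detection = automated 10x imaging of fixed Hoechst-stained cells | read-out basis = nuclear versus cytoplasmic GR-EGFP signal, averaged per well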
Autophagy HCS: alters autophagy in cells. MEF GFP-LC3 puncta imaging; test concentration mostly 10 µM. calls only at 10 µM (by protocol). AID 463193. 190,000 compounds, 0.98% hits;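 active = percentage of spot-positive cells more than 3 SD above its plate mean, without a fluorescence outlier flag or 80% toxicity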;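 note: spot-positive cell cutoff set from DMSO-treated cells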
Lipid droplet: hepatic lipid droplet formation modulation; AML12 mouse hepatocytes, oleate lipid droplets, BODIPY imaging; inhibition, % at 6.5 µM; 240,000 compounds, 0.4% hits; AID 1656;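 active = lipid droplet intensity inhibited by at least 50%, with more than 500 cells counted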
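material = mouse AML12 hepatocyte cell line, fixed after treatment | also added = 100 µM oleic acid challenge | doses = compound at 6.5 µM only | schedule = overnight exposure | technique = Image-based BODIPY and DAPI two-channel analysis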
Ins promoter up: MIN6 insulin promoter up-regulation; z-score at 5 µM; 190,000 compounds, 0.3% hits; MIN6 insulin promoter-GFP reporter, high-content imaging; stronger effect = higher value; AID 1625;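 active = z-score above 3 at 5 µM with at least 500 cells counted in the well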
Yfh1-depleted yeast: mitochondrial function rescue without frataxin homolog – Friedreich's ataxia, plus single-dose screen, dose response (AID 1465); S. cerevisiae Yfh1-off respiration, WST-1 reduction, 72 h; higher fold induction means a stronger effect; one-dose fold induction at 50 µM; EC50 in µM for titrated hits; 220,000 compounds, 0.074% hits;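 active = fold induction of absorbance versus untreated yeast above a set limit, then at least 30% activation at any dose in follow-up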;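 note: activators that raise dye reduction in frataxin-depleted yeast; strong numbers were not always called active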
WT yeast gro inh: growth inhibition of WT yeast, mitochondrial fusion screen | mitochondrial fusion phenotypic screen, WT strain | AID 1362 | inhibition, % at 10 µM | 190,000 compounds, 2.1% hits; in the data active = inhibition above about 58%; tested in S. cerevisiae
WT yeast gro inh mutant strain: also measured in WT yeast gro inh; calls as there; inhibition, %; mitochondrial fusion phenotypic screen, mutant strain inhibition
Dynein transport cytoplasmic EGFP: further read-out of Dynein transport, marked with its call; z-score; measured here: cytoplasmic GR-EGFP intensity; stronger effect = higher value
Dynein transport nuclear GR-EGFP: further read-out of Dynein transport, marked with its call; z-score; measured here: nuclear GR-EGFP intensity;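 lower value marks the stronger effect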
Dynein transport cell count: recorded beside Dynein transport, whose call it bears; z-score; measured here: cell count per field
Ins promoter up cell count: recorded beside Ins promoter up, whose call it bears; cell count; measured here: cytotoxicity, nuclei count;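 total cells summed across four imaged fields per well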
Lipid droplet cells 6.5 µM: second read-out of Lipid droplet, no call of its own (marks repeat the call); cell count; measured here: cell count, cytotoxicity flag;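 cells counted across two imaged fields per well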
bCat nuc transl cell count 5 µM: recorded beside bCat nuc transl, whose call it bears; cell count; measured here: cell count, cytotoxicity flag
MT stabilizer Hoechst-high %: second read-out of MT stabilizer, no call of its own (marks repeat the call); % Hoechst-high responders; measured here: nuclear condensation Hoechst responders;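 share of cells brighter than vehicle mean plus two SD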
MT stabilizer cytotoxicity %: further read-out of MT stabilizer, marked with its call; toxicity, %; measured here: cytotoxicity by cell density;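 0% = mean cell density of plate MIN control wells and 100% = no cells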
Autophagy HCS cell loss 18 h: further read-out of Autophagy HCS, marked with its call; toxicity, %; measured here: cell loss, nuclei count;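 cell loss after 18 h compound exposure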
* = called active by the depositor; i = inactive; · = not tested or not shown. A portion of the library. The share of hits here may be higher or lower than overall.

canonical_smiles,NOD2 inhibition,MT stabilizer,MT stabilizer Hoechst-high %,MT stabilizer cytotoxicity %,bCat nuc transl,bCat nuc transl cell count 5 µM,Dynein transport,Dynein transport cytoplasmic EGFP,Dynein transport nuclear GR-EGFP,Dynein transport cell count,Autophagy HCS,Autophagy HCS cell loss 18 h,Lipid droplet,Lipid droplet cells 6.5 µM,Ins promoter up,Ins promoter up cell count,Yfh1-depleted yeast,WT yeast gro inh,WT yeast gro inh mutant strain
COc1ccc(C[C@@H]2c3cc(O)c(OC)cc3CCN2C)cc1O,9%,2.0,1.8,7.3,-3.0,572,0.12,-0.28,0.39,0.21,i,20,-12,720,0.02,1053,i,-8,0
O=c1[nH]cc(COCC(F)(F)C(F)(F)C(F)(F)F)c(=O)[nH]1,17%,2.3,1.2,9.8,1.3,1491,-0.31,-0.34,0.49,-0.65,i,-5,8,655,-0.03,1441,i,8,11
Cc1ccc(CC2C(=O)N(C)C(=O)N(C)C2=O)s1,-7%,2.6,1.2,7.4,0.5,1030,-1.2,-0.15,-0.44,0.5,i,1,1,659,0.66,1098,i,8,1
Cc1cccc(N2C(=O)NC(=O)/C(=C\c3cnc(-c4ccccc4)nc3)C2=O)c1,2%,5.0,2.9,7.8,-2.3,1073,-0.18,-0.26,-0.33,0.44,i,5,-1,667,1,1364,i,-9,-29
CSc1ncc(Cl)c(C(=O)O)n1,6%,2.0,1.5,9.8,0.0,1430,0.038,0.067,-0.19,0.011,i,3,·,·,0.26,1174,i,16,14
CN(C)[C@@H]1C(=O)C(C(N)=O)=C(O)[C@@]2(O)C(=O)C3=C(O)c4c(O)ccc(Cl)c4[C@@](C)(O)C3C[C@@H]12 (stereo not given in full),10%,2.7,2.7,4.9,·,·,-0.71,-0.26,0.17,0.81,i,8,3,703,·,·,·,-8,-2
NC1=Nc2ccccc2Oc2ccccc21,10%,1.7,0.8,2.4,·,·,0.15,-0.21,-0.22,-0.24,i,4,·,·,·,·,·,-15,-6
CCCCn1c(O)c(C(C)=NCCc2c[nH]c3ccccc23)c(=O)[nH]c1=O,10%,·,·,·,0.4,1287,-0.23,-0.013,0.065,0.14,·,·,-14,722,-0.47,1085,i,·,·
COc1cc(/C=C2\C(=O)NC(=O)N(CCc3ccc(F)cc3)C2=O)ccc1O,9%,2.5,2.4,8.3,-2.4,1077,0.2,-0.27,-0.0041,0.17,i,3,4,642,1.3,1496,i,-29,-19
C[C@H]1CCCC(=O)CCCCCc2cc(O)cc(O)c2C(=O)O1,1%,3.2,1.9,2.4,0.1,557,1.2,-0.15,0.84,0.058,i,22,-40,720,·,·,i,13,-10
O=C(c1ccco1)C12CN3CN(CN(C3)C1)C2,21%,2.5,2.3,3.2,-0.5,1158,-0.82,0.18,-0.13,1.3,i,4,26,711,·,·,i,-2,-1
Cc1cc(N)n(C2CCN(C)CC2)n1,10%,0.5,1.2,4.4,-1.1,1136,1.6,-0.2,0.45,-0.54,i,8,·,·,0.16,1392,i,-11,6
CC1(C)CN=C(Nc2ccccc2C(F)(F)F)S1,10%,6.1,3.2,7.3,-1.8,835,-0.92,-0.23,-0.096,0.3,i,7,·,·,-0.35,1482,i,7,12
COc1ccc(OCC#CCN2CCCCCC2)cc1,-4%,5.1,4.1,8.6,-6.0,1053,0.9,-0.31,0.71,-0.45,i,-8,-2,659,-1.7,1659,i,-2,5
Cc1cc(C=C2C(=O)NC(=O)NC2=O)c(C)n1-c1ccc2c(c1)OCO2,0%,8.0,0.6,6.2,-1.7,1094,-0.5,-0.2,-0.35,0.44,i,23,-2,607,-0.96,1478,i,-7,-9
CCn1c(O)c(C(c2ccccn2)c2c(O)n(CC)c(=S)[nH]c2=O)c(=O)[nH]c1=S,0%,3.6,1.4,4.5,·,·,0.033,-0.014,0.22,-0.37,i,20,·,·,·,·,i,97*,0.3*
Cc1nn(Cc2ccccc2)c(Cl)c1C(=O)OCC(=O)N1CCCC1,-10%,1.8,1.1,8.1,1.9,506,-0.48,-0.29,-0.32,1.1,i,9,6,811,·,·,i,-1,-3
CSC(=Nc1ccccc1)c1c(O)n(C)c(=O)n(C)c1=O,-1%,2.5,2.0,7.9,-2.7,930,-0.36,-0.37,-0.15,0.82,i,3,·,·,0.5,1252,i,11,-18
C=CCN(CC=C)C(=O)Nc1ccc(OCC)cc1,-1%,3.6,1.1,3.5,0.1,1498,1.3,-0.21,0.66,-0.4,i,-25,1,734,-0.54,1485,i,0,2
CN1CCN(c2c(N)c(=O)oc3ccccc23)CC1,23%,1.1,1.3,9.3,·,·,1.7,-0.49,0.74,0.23,i,-1,7,843,0.04,854,i,17,20

Profiles, quoted from the list. Screens in order: NOD2 inhibition | MT stabilizer | MT stabilizer Hoechst-high % | MT stabilizer cytotoxicity % | bCat nuc transl | bCat nuc transl cell count 5 µM | Dynein transport | Dynein transport cytoplasmic EGFP | Dynein transport nuclear GR-EGFP | Dynein transport cell count | Autophagy HCS | Autophagy HCS cell loss 18 h | Lipid droplet | Lipid droplet cells 6.5 µM | Ins promoter up | Ins promoter up cell count | Yfh1-depleted yeast | WT yeast gro inh | WT yeast gro inh mutant strain
Record of CN(C)[C@@H]1C(=O)C(C(N)=O)=C(O)[C@@]2(O)C(=O)C3=C(O)c4c(O)ccc(Cl)c4[C@@](C)(O)C3C[C@@H]12 (stereo not given in full) : 10% | 2.7 | 2.7 | 4.9 | · | · | -0.71 | -0.26 | 0.17 | 0.81 | i | 8 | 3 | 703 | · | · | · | -8 | -2
Record of NC1=Nc2ccccc2Oc2ccccc21 : 10% | 1.7 | 0.8 | 2.4 | · | · | 0.15 | -0.21 | -0.22 | -0.24 | i | 4 | · | · | · | · | · | -15 | -6

Additional records follow:
canonical_smiles,NOD2 inhibition,MT stabilizer,MT stabilizer Hoechst-high %,MT stabilizer cytotoxicity %,bCat nuc transl,bCat nuc transl cell count 5 µM,Dynein transport,Dynein transport cytoplasmic EGFP,Dynein transport nuclear GR-EGFP,Dynein transport cell count,Autophagy HCS,Autophagy HCS cell loss 18 h,Lipid droplet,Lipid droplet cells 6.5 µM,Ins promoter up,Ins promoter up cell count,Yfh1-depleted yeast,WT yeast gro inh,WT yeast gro inh mutant strain
CN1CCN(/N=C/c2c(O)n(C)c(=O)n(C)c2=O)CC1,12%,1.2,1.5,3.3,-0.9,1552,-0.46,-0.11,-0.33,0.12,i,18,-14,644,-0.14,994,i,10,5
CCN(CC)C(=O)c1ccc(NC(=O)c2cccc(F)c2)cc1,-1%,1.1,1.5,6.6,·,·,0.57,-0.23,0.7,0.19,i,-24,-4,790,0.13,898,i,17,21
Cc1nn(Cc2ccccc2)c(C)c1C(=O)NCc1ccccc1F,4%,1.7,1.8,4.0,-0.3,482,0.19,-0.25,0.14,0.36,i,26,-2,727,·,·,i,7,11
O=C1C2CCCN2C(c2cccnc2)N1c1nccs1 (stereo not given),0%,7.4,2.3,6.5,1.4,1429,-0.72,-0.11,-0.37,0.93,i,4,·,·,-0.13,1588,·,-10,-5
CC1(C)C2([N+](=O)[O-])CNCC1([N+](=O)[O-])CNC2,1%,4.7,1.4,0.6,-1.7,1223,-0.22,-0.21,-0.27,0.7,i,-6,0,712,0,1233,i,-17,1
CC(=NCCN1CCCCC1)c1c(O)n(-c2ccc(Cl)cc2)c(=O)[nH]c1=O,5%,2.4,2.9,4.5,-0.4,1393,0.53,-0.18,0.39,-0.32,i,-1,·,·,0.79,1518,i,4,2
CCN(CC)CCCN=Cc1c(O)n(CCc2ccc(F)cc2)c(=O)[nH]c1=O,20%,5.3,3.0,7.3,-1.8,1165,-0.78,-0.19,-0.13,0.025,i,3,·,·,1,1092,i,-3,-16
Cn1c(O)c(/C=N/N2CCOCC2)c(=O)n(-c2ccccc2)c1=S,2%,·,·,·,-1.9,1121,-0.14,-0.29,-0.14,1.4,·,·,-17,703,0.89,1458,i,·,·
Cc1cc(Cl)ccc1C(=O)C1CCCN(C2CCSCC2)C1 (stereo not given),10%,2.2,2.0,7.0,-0.7,1503,0.43,-0.27,0.31,-0.027,i,12,-17,491,-0.7,1577,i,14,29
OC1(c2ccc(F)cc2)CC2CCC(C1)N2Cc1nnnn1C1CCCCC1 (stereo not given),-33%,2.9,2.2,15,·,·,-0.11,-0.25,0.077,0.36,i,15,·,·,·,·,·,6,0
O=c1[nH]c(CN2CC=C(c3ccccc3)CC2)nc2cc(C(F)(F)F)ccc12,6%,1.8,1.3,10,·,·,0.2,-0.2,0.17,0.36,i,-7,-20,776,-0.17,950,i,-1,-1
